RGS8-Gao reg = regulators of human RGS8-Galphao interaction; multiplexed bead flow cytometry, RGS8-Galphao binding; actives lie on both sides; response (percent of control binding), % at 10 µM; 0.34% of 220,000 active; AID 1423; in the data active means response below about 60% or above about 140%; inactive means in between;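 further: Galphao activated as the GDP aluminium fluoride complex binding bead-coupled RGS8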
Target sequence (P09471 whole entry, looked up): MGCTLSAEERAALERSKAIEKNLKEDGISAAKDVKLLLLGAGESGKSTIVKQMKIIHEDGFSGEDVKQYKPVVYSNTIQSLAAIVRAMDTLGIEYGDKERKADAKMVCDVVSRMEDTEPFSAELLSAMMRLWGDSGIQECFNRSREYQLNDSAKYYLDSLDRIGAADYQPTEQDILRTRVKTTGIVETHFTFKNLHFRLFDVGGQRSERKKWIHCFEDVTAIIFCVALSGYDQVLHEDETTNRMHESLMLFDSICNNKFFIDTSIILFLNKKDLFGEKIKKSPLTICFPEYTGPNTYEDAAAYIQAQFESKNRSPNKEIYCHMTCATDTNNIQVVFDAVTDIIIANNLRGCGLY
RGS4-Gao reg = modulates binding of RGS4 to human Galphao. P09471. Multiplexed bead flow cytometry; actives lie on both sides. binding response (% of control), % at 10 µM. 0.33% of 220,000 active; in the data active means binding response below about 49% or above about 150%; inactive means in between;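 further: fluorescent Galphao activated with aluminum fluoride binding bead-coupled RGS4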
RGS7-Gao = modulates binding of RGS7 to human Galphao. Multiplexed bead flow cytometry; actives lie on both sides. binding response (% of control), % at 10 µM. 0.35% of 220,000 active. AID 1439; in the data active means binding response below about 49% or above about 150%; inconclusive means no clear call, values can overlap the other calls; inactive means in between;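 further: fluorescent Galphao held in activated GDP-AlF4 state binding bead-coupled RGS7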
* marks the source's active call; other numbers are inactive results; ? = inconclusive.

SMILES	RGS8-Gao reg	RGS4-Gao reg	RGS7-Gao
CC1(C)c2ccccc2-c2nc3ccccc3cc2C1O (stereo not drawn)	96	90	?
CCCC(=O)Nc1nnc(SCC(=O)N2CCN(c3ccccc3)CC2)s1	102	106	?
COC(=O)C1=C(Nc2ccccc2NC(=O)c2ccccc2C(=O)O)CSC1	101	98	?
COc1ccccc1/C=C/C=N/NC(=O)c1cc(-c2ccco2)[nH]n1	94	98	?
CCOc1ccc(C(=O)N2CCCC(c3nc(-c4cccs4)no3)C2)cc1 (stereo not drawn)	96	95	?
CCCOC(=O)c1ccc(NC(=O)c2cc(=O)[nH]c3ccccc23)cc1	103	103	?
Cc1ccc(C(=O)NNc2ncnc3ccccc23)cc1	92	89	?
O=C(N/N=C/c1ccccn1)C(=O)N1CCCCCC1	99	100	?
CCN(CC)c1ccc(/C=N/NC(=O)c2ccoc2C)cc1	99	100	?
Cc1ccc(Oc2nc(-c3ccccn3)nc3ccccc23)cc1	101	104	?
CCc1nc2sc3ccccc3c(=O)c2c(=O)n1Cc1ccc(OC)cc1	96	94	?
O=[N+]([O-])c1cccc(-c2nc(-c3ccccn3)no2)c1	100	103	?
COc1c(O)cc2oc(-c3ccc(O)c(O)c3)cc(=O)c2c1O	94	91	?
CCN(CC)S(=O)(=O)c1ccc2c(c1)N(CC(=O)NCc1ccco1)C(=O)CO2	101	100	?
CN(C)c1nc(-c2cccs2)cc(C(F)(F)F)c1C#N	93	86	?
Cc1oc2ccc(OCc3ccc(Cl)cc3)cc2c1C(=O)O	97	93	?
COc1cc([N+](=O)[O-])cc(/C=N/NC(=O)Cn2cncn2)c1O	96	93	?
COC(=O)c1ccc(NC(=O)[C@H](C)NC(N)=O)cc1	106	109	?
Cc1csc2nc3cc(C(N)=O)ccc3c(=O)n12	101	101	?
CCN(CC)C(=O)C12C(=O)Oc3ccccc3C1C2(C)C(=O)c1ccc(F)cc1 (stereo not drawn)	99	101	?
CN(c1ccccc1)c1nc(N)c([N+](=O)[O-])c(NCc2ccccc2)n1	103	97	?
Cc1nn2c(NCCN(C)C)c3c(nc2c1-c1ccccc1)CCCC3	101	99	?
COC(OC)c1nc(SCC(=O)Nc2cccc(Cl)c2)ncc1C(=O)O	106	116	?
COc1ccc(-c2cc(CCCC(=O)NCCc3ccccc3)no2)cc1	98	100	?
COc1cc(OC)cc(C(=O)NCC(=O)OCC(=O)Nc2cc(S(C)(=O)=O)ccc2Cl)c1	103	103	?
CCCCOC(=O)/C=C\C(=O)OCCCC	105	97	?
Cc1ccc(Nc2nnc(-c3ccc4c(c3)OCO4)o2)c(C)c1	87	87	?
N#C/C(=C/c1ccncc1)c1nc2ccccc2c(=O)[nH]1	103	104	?
CCc1ccc(C(=O)NNc2ccc(F)cc2F)cc1	95	93	?
O=C(c1cccc([N+](=O)[O-])c1)c1ccc2c(c1)OCCOCCOCCOCCO2	102	104	?
O=[N+]([O-])c1cccc(-c2nnc3ccccn23)c1	98	102	?
COC(=O)C1(C(C[N+](=O)[O-])c2ccc(C)cc2)C(=O)NCC1c1ccco1 (stereo not drawn)	98	94	?
COc1cc2cc(Oc3ccc4ccc(=O)oc4c3)c(=O)oc2cc1OC(=O)/C=C/c1ccccc1	106	104	?
COC(=O)CCC(=O)OC1(C)C(=O)C2=CN(CCN3CCOCC3)C(c3ccc(OC)cc3)=CC2=C(Br)C1=O (stereo not drawn)	98	98	?
COc1cc(C(=O)Nc2ccc3c(c2)N(C(=O)CN2CCN(C)CC2)c2ccccc2CC3)cc(OC)c1OC	101	105	?
CCc1cccc(CC)c1NC(=S)Nc1ccc2cn[nH]c2c1	102	102	?
COc1cc(OC)c2c(-c3ccccc3)cc(=O)oc2c1C(CCN1CCCC1)c1ccc2c(c1)OCO2 (stereo not drawn)	95	97	?
COCCN=c1scc(-c2ccc3c(c2)NC(=O)CO3)n1/N=C(\C)c1ccc(O)cc1	93	90	?
COc1ccc(C2/C=C\CN(C(=O)C3CCCC3)[C@H](Cc3ccccc3)C(=O)N2Cc2ccc(F)cc2)cc1 (stereo partly drawn)	101	100	?
Cc1nnsc1-c1onc(C)c1C(=O)Nc1cc(Cl)cc(Cl)c1	98	97	?
CC1CC(NC2=NCCS2)CC(C)(C)C1 (stereo not drawn)	97	97	?
CC1=C(C)C(C)=C(C#N)C(=C(C#N)C#N)N1	99	91	?
COC(C[C@H](O)C[C@@H](O)[C@@H](C)OCc1ccccc1)OC	103	102	?
Cc1ccc(NC(=O)CN(C)C(=O)CSc2nnnn2C)cc1	85	70	?
CCc1ccn2cc(-c3ccc4c(c3)OCO4)nc2c1	98	93	?

Compound profiles (already shown). Order of values: RGS8-Gao reg, RGS4-Gao reg, RGS7-Gao
CCc1cccc(CC)c1NC(=S)Nc1ccc2cn[nH]c2c1 across the screens: 102, 102, ?
COC(=O)C1(C(C[N+](=O)[O-])c2ccc(C)cc2)C(=O)NCC1c1ccco1 (stereo not drawn) across the screens: 98, 94, ?
Cc1nnsc1-c1onc(C)c1C(=O)Nc1cc(Cl)cc(Cl)c1 across the screens: 98, 97, ?

(list continues)
SMILES	RGS8-Gao reg	RGS4-Gao reg	RGS7-Gao
CCN(CC)CCC(c1ccc2c(c1)OCO2)c1c(OC)cc(OC)c2ccc(=O)oc12 (stereo not drawn)	104	104	?
C=CCOC(=O)C1=C(C)NC(C)=C(C(=O)OCC=C)C1c1ccco1	101	94	?
CN1C2CCC1CC(NC(=O)CSCc1ccc(Cl)cc1Cl)C2 (stereo not drawn)	102	103	?
O=C(CCS(=O)(=O)c1ccccc1Cl)NCc1ccc(F)cc1	88	79	?
COC(=O)c1cccc(C(=O)N2CCCC(CNC(=O)c3ccccc3Cl)C2)c1 (stereo not drawn)	110	119	?
COC(=O)CCCC1=CC2=CC(=O)C(C)(OC(=O)c3cccs3)C(=O)C2=CN1c1ccc(OC)cc1 (stereo not drawn)	102	99	?
COC(=O)c1ccc(C(=O)OC)c(NC(=O)/C=C/C(=O)O)c1	99	103	?
Cn1c([N+](=O)[O-])cnc1N1CCN(c2nncs2)C1=O	116	116	?
S=C(NC1CCCCC1)N1CCc2[nH]c3ccccc3c2C1	100	100	?
CSc1nnc(CCCCCCCCc2nnc(SC)o2)o1	97	96	?
CCOC(=O)C1CCCN(C(=O)c2csc(-c3ccc4c(c3)CCO4)n2)C1 (stereo not drawn)	102	96	?
C=CCNC(=O)c1onc(CSc2cccc(OC)c2)c1C(=O)NCC=C	105	99	?
CCOC(=O)C1CC(=O)c2cc(OC)c(OC)cc2C1 (stereo not drawn)	100	97	?
COc1cc(OC)c2ccc(=O)oc2c1C(CCN1CCCC1)c1ccc2c(c1)OCO2 (stereo not drawn)	98	97	?
ONC(=Nc1ccccc1Cl)c1ccccc1Cl	100	100	?
C/C=C(/C)C(=O)Nc1cccc(C2=NOC3(C2)C[C@H](C(N)=O)N(C(=O)c2ccccc2)C3)c1 (stereo partly drawn)	100	99	?
CC(=O)Nc1ccc(NC(=O)C(Sc2ccccc2)c2ccccc2)cc1 (stereo not drawn)	102	100	?
COc1ccc(Br)c(C(=O)Nc2ccc(F)cc2)c1	102	98	?
Cc1ccc(NC(=S)N2CCCCCC2)cc1	101	105	?
O=C(N/N=C/C(Cl)=C/c1ccc([N+](=O)[O-])cc1)C(=O)Nc1ccccc1C(=O)O	103	100	?
COc1cccc(/C=C/C(=O)NCc2ccc(S(N)(=O)=O)cc2)c1	89	79	?
Cc1ccc(-c2nc(-c3nccc4ccccc34)oc2-c2ccccc2)cc1	102	99	?
Brc1ccc(-c2csc(Nc3nc(-c4ccc(Br)cc4)cs3)n2)cc1	101	98	?
Cn1cnc(S(=O)(=O)Nc2ccc(OC(F)F)cc2)c1	100	99	?
Cc1sc2nc(SCc3ccc(C(=O)O)cc3)n(Cc3ccco3)c(=O)c2c1C	103	103	?
Cc1nc([N+](=O)[O-])cn1-c1nc2ccccn2c1[N+](=O)[O-]	103	99	?
Cn1c(-c2ccc3ccccc3n2)[n+](C)c2ccccc21	102	102	?

Among those listed so far, 18 contain an aryl methoxy group.
SMILES	RGS8-Gao reg	RGS4-Gao reg	RGS7-Gao
COc1ccccc1/C=C/C=N/NC(=O)c1cc(-c2ccco2)[nH]n1	94	98	?
CCc1nc2sc3ccccc3c(=O)c2c(=O)n1Cc1ccc(OC)cc1	96	94	?
COc1c(O)cc2oc(-c3ccc(O)c(O)c3)cc(=O)c2c1O	94	91	?
COc1cc([N+](=O)[O-])cc(/C=N/NC(=O)Cn2cncn2)c1O	96	93	?
COc1ccc(-c2cc(CCCC(=O)NCCc3ccccc3)no2)cc1	98	100	?
COc1cc(OC)cc(C(=O)NCC(=O)OCC(=O)Nc2cc(S(C)(=O)=O)ccc2Cl)c1	103	103	?
COc1cc2cc(Oc3ccc4ccc(=O)oc4c3)c(=O)oc2cc1OC(=O)/C=C/c1ccccc1	106	104	?
COC(=O)CCC(=O)OC1(C)C(=O)C2=CN(CCN3CCOCC3)C(c3ccc(OC)cc3)=CC2=C(Br)C1=O (stereo not drawn)	98	98	?
COc1cc(C(=O)Nc2ccc3c(c2)N(C(=O)CN2CCN(C)CC2)c2ccccc2CC3)cc(OC)c1OC	101	105	?
COc1cc(OC)c2c(-c3ccccc3)cc(=O)oc2c1C(CCN1CCCC1)c1ccc2c(c1)OCO2 (stereo not drawn)	95	97	?
COc1ccc(C2/C=C\CN(C(=O)C3CCCC3)[C@H](Cc3ccccc3)C(=O)N2Cc2ccc(F)cc2)cc1 (stereo partly drawn)	101	100	?
CCN(CC)CCC(c1ccc2c(c1)OCO2)c1c(OC)cc(OC)c2ccc(=O)oc12 (stereo not drawn)	104	104	?
COC(=O)CCCC1=CC2=CC(=O)C(C)(OC(=O)c3cccs3)C(=O)C2=CN1c1ccc(OC)cc1 (stereo not drawn)	102	99	?
C=CCNC(=O)c1onc(CSc2cccc(OC)c2)c1C(=O)NCC=C	105	99	?
CCOC(=O)C1CC(=O)c2cc(OC)c(OC)cc2C1 (stereo not drawn)	100	97	?
COc1cc(OC)c2ccc(=O)oc2c1C(CCN1CCCC1)c1ccc2c(c1)OCO2 (stereo not drawn)	98	97	?
COc1ccc(Br)c(C(=O)Nc2ccc(F)cc2)c1	102	98	?
COc1cccc(/C=C/C(=O)NCc2ccc(S(N)(=O)=O)cc2)c1	89	79	?

A portion of the library. The share of hits here may be higher or lower than overall.
